CAL PDZ FP-1: CAL PDZ (human) peptide binding inhibition. 0.92% of 300,000 active. AID 602252. inhibition, % at 24.9 µM. purified CAL PDZ, TMR-peptide fluorescence polarization, 1 h. Q9HD26;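 active = mean inhibition of at least 30% with at least half of replicates also reaching 30%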;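 also: 0% = DMSO neutral control and 100% = excess unlabeled competitor peptide PRC23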
C-LANA FP: inhibitors of KSHV LANA C-terminal domain DNA binding; inhibition, % at 9 µM; 0.078% of 340,000 active; MBP-C-LANA/FAM-LBS DNA binding, fluorescence polarization; AID 504423;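 active = highest replicate inhibition at or above 60% at 9 µM, even if other replicates fall short; inactive = all replicates below 60% inhibition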;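 also: 0% = neutral control wells and 100% = 4 µM acridine orange control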
RTF Ca sens inh: cardiac RTF calcium desensitization | AID 493244 | inhibition, % at 7.15 µM | P19429+P45379 | 0.12% of 340,000 active | IANBD-labeled cardiac RTF, Ca2+ fluorescence;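 active = inhibition above the mean inhibition of all tested compounds plus 3 SD, cut at about 17% in these data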;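 also: assay run at fixed EC70 calcium of 1.6 mM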
CAL PDZ FP-2: inhibitors of human CAL PDZ peptide binding; Q9HD26; 0.02% of 330,000 active; purified CAL PDZ, TMR-peptide fluorescence polarization, 1 h; AID 504414; inhibition, % at 20 µM;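 active = highest replicate inhibition of at least 40%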;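 also: plate controls were DMSO neutral control wells for no effect and unlabeled competitor peptide control wells for full effect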
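Test system: tagged CAL PDZ domain / Buffer or medium: sodium phosphate/NaCl buffer pH 7.4 with TCEP, IgG, Thesit / Reagent: TMR-labelled reporter peptide T*-PRC34 bound in PDZ groove / Compound dosing: single point, 20 µM / Schedule: 1 h incubation at room temperature before polarization reading / Technique: fluorescence polarization (mP) / Benchmarks: unlabelled peptide, DMSO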
Arrestin-AP2 inh: inhibitors of human beta-arrestin and AP2 interaction | 0.31% of 340,000 active | FITC-arrestin peptide / GST-AP2 beads, flow cytometry; AP2 beta2 appendage carries R879A mutation | AID 504490 | inhibition, % at 10 µM;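 active = inhibition above a set limit, near 3 SD of compounds lacking own fluorescence, cut at about 54% in these data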;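 also: plate controls were DMSO wells for no effect and 5 µM unlabelled arrestin peptide for full effect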
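System: GST-AP2 R879A glutathione beads | Also added: FITC-arrestin peptide, 50 nM | Times: 12 min plus 1 h, RT | Signal: Bead flow cytometry, FITC channel | Buffer or medium: PBS with 0.05% Tween 20 and 0.1% BSA | Read-out basis: Percent drop in bead-associated FITC signal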
Keap1-Nrf2 PPI: Keap1-Nrf2 (human) interaction inhibition. Q14145. Keap1 Kelch-Nrf2 peptide fluorescence polarization, 1536-well. inhibition, % at 9.4 µM. 0.15% of 340,000 active; in the data active = inhibition above about 12%;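 also: human Keap1 Kelch domain with fluorescein labeled Nrf2 9mer peptide probe; 0% = neutral control wells and 100% = peptide positive control; higher means more block of Keap1 binding to Nrf2 peptide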
NSD2 HMT inh: blocks human histone methyltransferase NSD2 | O96028 | NSD2 peptide methylation, AlphaScreen, 120 min | inhibition, % at 12.5 µM | 0.54% of 310,000 active | AID 743445; in the data active = inhibition above about 50%
DSG3 Ab inh: human desmoglein-3 autoantibody binding inhibition; 0.48% of 310,000 active; AID 588358; DSG3-coupled beads, scFv-anti-DSG3-GFP binding, flow cytometry; stronger effect = lower value; P32926; binding (percent of control), % at 10 µM;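 active = binding more than 3 SD below its plate's average and above zero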;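 also: hits lower antibody fragment binding to DSG3; some compounds called inactive have numbers as strong as hits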
Target sequence (P32926 whole entry, looked up, the tested form may be a part): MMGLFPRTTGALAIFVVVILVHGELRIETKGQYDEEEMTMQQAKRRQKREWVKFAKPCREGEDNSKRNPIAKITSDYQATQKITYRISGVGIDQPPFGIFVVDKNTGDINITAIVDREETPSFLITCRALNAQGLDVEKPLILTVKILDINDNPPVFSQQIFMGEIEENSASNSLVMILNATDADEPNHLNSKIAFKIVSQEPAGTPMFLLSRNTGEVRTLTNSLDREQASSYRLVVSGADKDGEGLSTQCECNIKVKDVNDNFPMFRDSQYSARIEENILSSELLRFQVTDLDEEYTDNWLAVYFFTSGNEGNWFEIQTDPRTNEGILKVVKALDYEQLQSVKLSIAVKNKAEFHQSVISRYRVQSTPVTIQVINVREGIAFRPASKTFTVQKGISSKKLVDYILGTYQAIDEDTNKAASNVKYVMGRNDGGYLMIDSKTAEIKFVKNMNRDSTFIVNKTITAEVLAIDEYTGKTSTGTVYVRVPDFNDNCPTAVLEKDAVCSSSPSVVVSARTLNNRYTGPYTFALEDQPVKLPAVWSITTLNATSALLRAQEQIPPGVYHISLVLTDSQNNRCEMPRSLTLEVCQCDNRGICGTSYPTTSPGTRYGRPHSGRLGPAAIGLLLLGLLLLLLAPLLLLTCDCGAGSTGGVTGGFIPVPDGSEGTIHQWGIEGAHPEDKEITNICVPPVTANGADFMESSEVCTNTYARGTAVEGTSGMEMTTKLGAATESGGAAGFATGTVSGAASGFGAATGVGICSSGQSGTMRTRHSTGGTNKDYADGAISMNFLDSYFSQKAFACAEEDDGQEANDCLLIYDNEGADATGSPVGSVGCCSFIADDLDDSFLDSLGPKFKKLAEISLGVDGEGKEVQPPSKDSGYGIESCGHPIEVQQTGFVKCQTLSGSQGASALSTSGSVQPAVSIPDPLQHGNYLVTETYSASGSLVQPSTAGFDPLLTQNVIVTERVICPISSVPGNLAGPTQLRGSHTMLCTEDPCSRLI
DAGLB inh: blocks human DAGLB lipase activity; HEK293T DAGLB membrane lysate, EnzChek fluorogenic substrate; inhibition, % at 5.17 µM; 0.059% of 340,000 active; in the data active = inhibition above about 34%;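 also: 0% = enzyme with vehicle and 100% = wells lacking enzyme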
V-ATPase pH: alters yeast V-ATPase proton transport; S. cerevisiae, pHLuorin cytosolic pH fluorescence; AID 504577; 0.37% of 350,000 active; response, % at 10 µM; in the data active = response mostly above about 7.3%, no sharp cut-off; inactive = mostly below about 5.4%; also: actives read high; inactives centre near 0; some compounds called inactive have numbers as strong as hits
Numbers without * were called inactive; . = not tested or not shown.

SMILES	CAL PDZ FP-1	C-LANA FP	RTF Ca sens inh	CAL PDZ FP-2	Arrestin-AP2 inh	Keap1-Nrf2 PPI	NSD2 HMT inh	DSG3 Ab inh	DAGLB inh	V-ATPase pH
CCOC(=O)N1CCC(NC(=O)C2CCN(S(=O)(=O)N3CCC(C)CC3)CC2)CC1	-2.4	0.6	-0.9	.	0.9	-2.5	-5.4	98.6	-3.8	-5.8
CCC(C)[C@H](N)c1cn([C@@H](Cc2ccc(O)cc2)C(=O)N2CCNCC2)nn1 (some centres undefined)	-3.5	2.8	-1.7	0.5	22.6	-2.6	.	102.9	-4.3	0.9
CCOC(=O)N1CCN(C(=O)Cn2ncn3nc(-c4cccs4)cc3c2=O)CC1	-2.9	-1.2	-12.8	0.5	6.4	-2.0	37.8	104.6	0.4	2.9
COc1cccc(Nc2nc3ccccc3nc2NS(=O)(=O)c2cccs2)c1	1.0	0.9	-5.2	-1.2	5.0	-3.9	0.9	105.2	9.5	4.5
COc1cccc(CNC(=O)c2ccccc2N)c1	-0.5	-0.8	4.9	-0.7	39.5	-0.1	1.4	99.1	-0.3	2.3
CC1CCN(c2ccccc2NC(=O)c2ccc(F)cc2)CC1	0.7	0.3	-5.5	-1.1	2.7	-0.1	-1.4	98.4	-16.9	-0.7
CCSc1nnc(NC(=O)[C@@H](NC(=O)c2ccccc2)C(C)C)s1	-5.7	0.4	-6.3	-1.7	2.5	-6.1	-0.6	108.1	2.8	-0.8
O=C(CN(C(=O)CCC(=O)Nc1nccs1)c1ccc(F)cc1)NCc1ccc2c(c1)OCO2	-3.2	-0.7	-14.5	-2.2	-4.0	1.9	7.5	118.5	1.4	-0.4
Cn1c(C(=O)Nc2ccc(Cl)cc2)cc2cc(Cl)ccc21	-2.1	2.5	-10.0	-3.1	8.1	-5.9	-1.3	97.3	-6.3	4.8
CC(C)CNc1nc(Oc2ccc(=O)[nH]n2)nc(N2CCOCC2)n1	-0.8	-0.3	-3.4	-0.2	0.7	-1.9	1.9	101.5	-2.5	-2.1
O=C(c1ccco1)N1CCN(C(=O)C2CC(=O)N(c3ccc(Cl)cc3)C2)CC1 (centres undefined)	5.3	-1.0	-3.1	-1.7	22.6	2.8	38.1	.	-0.6	-0.8
CC(OC(=O)C1=COCCO1)C(=O)Nc1cc(S(=O)(=O)N2CCCCC2)ccc1Cl (centres undefined)	-3.5	0.9	2.1	-1.1	-1.1	-6.3	1.1	103.2	4.0	0.5
Cc1cccc(C2c3[nH]c4ccccc4c3CCN2C(=O)Cc2nc(-c3ccccc3)n[nH]2)n1 (centres undefined)	-2.8	-0.1	-9.9	0.5	-0.5	-1.8	6.6	96.3	1.6	-0.8
Cc1ccc(-c2nn(CCC(=O)O)cc2/C=C\C(=O)c2ccc(Br)cc2)cc1	-0.1	-0.4	-0.8	-2.5	-4.0	-2.7	25.1	109.2	7.4	-2.8
C=CCC[C@@H](Cc1ccc(F)cc1)C(=O)OC[C@@H]1CCCN1C(=O)[C@@H](CC=C)CC(=O)N[C@@H](CO)Cc1ccccc1	-4.9	2.5	2.1	-0.7	-11.2	0.7	.	102.4	-5.6	0.6
COc1ccc(F)cc1S(=O)(=O)Nc1cc2c3c(c1)CCC(=O)N3CCC2	-2.4	0.0	-14.9	-3.5	-4.4	-4.0	0.2	101.7	3.3	-1.3
Cc1ccccc1OCc1nc2ccccc2c(=O)n1/N=C/c1cccc([N+](=O)[O-])c1	-2.2	-1.3	2.1	0.5	-11.7	0.1	-1.6	101.9	1.9	-3.3
Cc1cccc(C(=O)NCCCNC(=O)c2ccc(C)nc2)c1	-1.1	0.1	-3.9	1.4	1.5	-7.4	12.2	96.8	-0.5	-5.7
O=C(NCC1CCCO1)Nc1ccc(Cl)cc1 (centres undefined)	-0.6	-0.7	-4.9	.	1.4	1.4	-2.3	109.3	0.2	1.5
CCCCn1c(N)c(N(CC(C)C)C(=O)CSc2nnc(C)n2-c2ccc(OC)cc2)c(=O)[nH]c1=O	.	-1.4	-9.2	0.0	-12.3	2.9	-0.9	101.9	10.7	-1.6

Some values from the results shown.
In Arrestin-AP2 inh, C=CCC[C@@H](Cc1ccc(F)cc1)C(=O)OC[C@@H]1CCCN1C(=O)[C@@H](CC=C)CC(=O)N[C@@H](CO)Cc1ccccc1 reads -11.2
In C-LANA FP, COc1cccc(Nc2nc3ccccc3nc2NS(=O)(=O)c2cccs2)c1 reads 0.9
In CAL PDZ FP-2, COc1cccc(CNC(=O)c2ccccc2N)c1 reads -0.7
In C-LANA FP, CCC(C)[C@H](N)c1cn([C@@H](Cc2ccc(O)cc2)C(=O)N2CCNCC2)nn1 (some centres undefined) reads 2.8

The list goes on.
SMILES	CAL PDZ FP-1	C-LANA FP	RTF Ca sens inh	CAL PDZ FP-2	Arrestin-AP2 inh	Keap1-Nrf2 PPI	NSD2 HMT inh	DSG3 Ab inh	DAGLB inh	V-ATPase pH
COc1cccc(NC2=C(C#N)C(=O)NC(c3cccc(OC)c3O)S2)c1 (centres undefined)	-1.4	-0.6	-9.6	0.5	10.1	-0.3	1.6	.	3.5	-2.3
COc1ccc(Nc2ncc(C(=O)N3CCN(c4ccc(F)cc4)CC3)c3ccccc23)cc1	0.2	1.1	-10.0	-1.0	-4.8	-8.2	2.3	102.5	4.1	-2.5
O=C(NNC(=O)c1cccnc1)Nc1cccc(Cl)c1Cl	-3.2	1.3	4.2	-0.7	-8.8	2.9	0.6	96.0	0.9	1.3
COc1ccc(C(=O)Cn2nnc(-c3ccc(N4CCOCC4)cc3)n2)cc1OC	-1.2	0.2	-0.9	-0.2	5.2	-7.2	12.2	95.3	0.4	-2.6
COc1ccc(C[C@H]2CN3C(=NC[C@H]3C)N2CCNC(=O)CCC2CCCCC2)cc1	3.3	-0.2	7.4	-0.4	34.2	-1.6	.	103.5	0.9	0.5
Cc1c(NC(=O)c2csc3c2CCCC3)c(=O)n(-c2ccccc2)n1C	.	1.5	6.3	0.5	-6.3	2.8	34.5	.	-1.1	0.8
O=C(COC(=O)c1cc2c(s1)CCCCC2)NC1CCS(=O)(=O)C1 (centres undefined)	-2.2	-1.5	-8.6	-2.5	-4.5	-5.0	-1.5	101.5	2.1	-0.7
Cc1cc2cc(CNC(=O)CC(C)C)ccc2n1C	-1.1	2.2	-2.8	-0.6	10.2	0.9	7.6	99.7	-1.0	-1.0
Cc1cc(O)c(Oc2cc(C)cc(O)c2O)c(O)c1	-1.1	1.7	-6.8	0.3	3.1	-5.7	.	.	1.7	2.0
O=C(CN(C(=O)c1csnn1)c1ccccc1F)NCc1ccc2c(c1)OCO2	-0.6	2.3	-36.8	-2.6	-2.1	-4.1	.	105.0	1.1	-2.1
COc1ccc2c(c1)OC/C(=C/c1cccs1)C2=O	0.3	0.1	-6.9	-1.3	-13.4	-1.0	-3.0	91.7	-10.6	-1.7
CN1C(=O)/C(=C/c2cc(C(C)(C)C)c(O)c(C(C)(C)C)c2)NC1=S	11.1	-1.3	-42.0	-2.9	-1.0	-5.0	-1.4	79.3	-3.6	2.5
O=C(COC(=O)c1ccc(Cl)nc1)NCc1ccco1	1.0	0.5	-8.0	0.1	3.5	-4.2	-1.8	102.5	1.2	0.9
Cc1ccc(C)c(-n2c(SCC(=O)O)nc3sc4c(c3c2=O)CCCC4)c1	-5.0	-0.9	4.1	-2.9	-0.2	-7.1	0.0	85.5	5.4	2.1
CCOc1ccc(Cn2c(SCCCCC#N)nc3c2c(=O)n(C)c(=O)n3C)cc1OCC	0.5	-1.3	-6.2	-1.9	-0.5	0.9	2.1	96.1	-0.6	3.7
O=C(CN1CCOCC1)NNC(=O)c1ccc(Cl)cc1	11.2	-1.4	-8.7	0.4	6.0	2.1	-2.4	.	0.3	1.6
CCCS(=O)(=O)N1CCC(C(=O)NCc2ccccc2Cl)CC1	2.2	-1.2	-3.7	-0.3	7.0	-1.6	-1.4	108.2	-0.5	-2.0
Cc1ccc(N2C(=O)NC(NC(=O)c3ccc(Cl)cc3)(C(F)(F)F)C2=O)cc1 (centres undefined)	2.2	-1.0	9.8	-1.3	4.8	2.7	31.5	103.2	-40.0	-0.6
COc1ccc(C2=C(CN(C)C)C(c3ccccc3)c3ccccc3O2)cc1 (centres undefined)	-2.1	2.3	-6.2	-1.9	-8.6	-1.7	0.3	110.5	-5.7	1.3
COC(=O)c1ccc(NC(=O)c2cccc(N3C(=O)CCC3=O)c2)cc1	-4.3	-0.6	-6.3	-2.5	-3.3	2.4	-2.3	100.8	0.6	-2.3

The last 2 records of the part above open the next one.
SMILES	CAL PDZ FP-1	C-LANA FP	RTF Ca sens inh	CAL PDZ FP-2	Arrestin-AP2 inh	Keap1-Nrf2 PPI	NSD2 HMT inh	DSG3 Ab inh	DAGLB inh	V-ATPase pH
COc1ccc(C2=C(CN(C)C)C(c3ccccc3)c3ccccc3O2)cc1 (centres undefined)	-2.1	2.3	-6.2	-1.9	-8.6	-1.7	0.3	110.5	-5.7	1.3
COC(=O)c1ccc(NC(=O)c2cccc(N3C(=O)CCC3=O)c2)cc1	-4.3	-0.6	-6.3	-2.5	-3.3	2.4	-2.3	100.8	0.6	-2.3
CCCCn1c(C)cc(C)c(S(=O)(=O)c2ccccc2C)c1=O	-2.1	0.1	-5.5	-0.2	20.2	2.3	-9.8	111.0	-10.2	-0.4
O=c1[nH]c(COc2ccccc2)nc2ccccc12	-1.3	-2.4	-5.6	-0.4	-1.4	5.4	-1.8	.	1.5	-1.4
COc1cc2c(cc1OC)C(c1cccs1)CC(=O)N2 (centres undefined)	0.5	-1.5	-8.2	-0.8	4.6	1.0	-0.3	.	-1.5	0.5
C=CCN1CN(S(=O)(=O)c2cccs2)c2nc3ccccc3nc21	.	3.7	-7.5	-1.1	2.4	-2.1	9.3	96.8	0.8	0.5
COCCNC(=O)/C(C#N)=C/c1c(F)cccc1Cl	-1.0	0.7	-3.6	-0.1	-10.7	-4.0	-6.7	98.3	3.2	2.6
O=[N+]([O-])c1cc(S(=O)(=O)N2CCCC2)ccc1N/N=C/c1cccs1	-3.3	0.4	11.0	-2.4	25.5	0.9	-0.2	.	1.7	1.1
CCCn1c(N)c(C(=O)CSc2ncnc3sccc23)c(=O)n(C)c1=O	0.3	-0.4	-3.0	-0.6	6.3	-3.8	-2.9	108.4	0.6	1.9
Nc1nnc(SCC(=O)NCCOc2ccccc2)s1	-0.2	-1.2	-0.5	-0.6	12.8	-0.9	1.5	89.5	2.3	-4.8
COc1ccc(OC)c(C(=O)NC(CC(N)=O)c2ccc(N3CCC(Cc4ccccc4)CC3)c([N+](=O)[O-])c2)c1 (centres undefined)	-0.8	1.1	2.1	0.9	-1.4	-9.6	.	98.9	6.8	3.2
OC1CCN(c2c3c(nc4cc(-c5ccc(F)cc5)nn24)CCC3)CC1	-1.3	-1.3	-5.0	-0.1	-0.8	-6.0	1.0	.	0.0	-0.9
O=C1O/C(=C/c2ccccc2)c2ccccc21	0.6	-1.4	-1.8	-0.4	-11.0	2.0	12.3	96.2	-8.9	3.3
CC(C)C(NC(=O)Nc1ccccc1)C(=O)Nc1cccc(S(=O)(=O)N(C)C)c1 (centres undefined)	9.8	0.2	6.1	-4.0	-0.8	-1.8	3.1	.	-5.1	2.0

High-throughput results deposited in PubChem by several laboratories.

Some of the compounds tested; the hit share may differ from the screen's.
